beta cell repl: inducers of MIN6 beta-cell proliferation, primary screen, ATP luminescence, uHTS; MIN6 cells proliferation, ATPlite luminescence, 48 h; cells starved in 0.2% serum; 100% = growth in 10% serum; proliferation, % at 10 µM; 330,000 compounds, 0.29% hits; AID 2380, 2010;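 active means compounds whose signal lies at least 3.5 SD above the mean of all wells on their plate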;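 further: 0% = DMSO-treated cells in low-serum medium and 100% = 10% serum control; some compounds called inactive have numbers as strong as hits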
APOBEC3G inh: APOBEC3G DNA deaminase inhibitors, primary screen, biochemical, fluorescence, single-stranded DNA substrate, uHTS; 330,000 compounds, 0.28% hits; recombinant A3G, ssDNA deamination FAM/TAMRA fluorescence; DNA dC->dU-editing enzyme APOBEC-3G (Homo sapiens), Q9HC16; inhibition, % at 20 µM;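 active means inhibition of at least 40% at 20 µM, with no more than 30% in the related APOBEC3A deaminase screen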;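 further: plate controls were DMSO wells with A3G for no effect and wells lacking A3G enzyme for full effect; some compounds called inactive have numbers as strong as hits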
Target sequence (Q9HC16 whole entry, looked up): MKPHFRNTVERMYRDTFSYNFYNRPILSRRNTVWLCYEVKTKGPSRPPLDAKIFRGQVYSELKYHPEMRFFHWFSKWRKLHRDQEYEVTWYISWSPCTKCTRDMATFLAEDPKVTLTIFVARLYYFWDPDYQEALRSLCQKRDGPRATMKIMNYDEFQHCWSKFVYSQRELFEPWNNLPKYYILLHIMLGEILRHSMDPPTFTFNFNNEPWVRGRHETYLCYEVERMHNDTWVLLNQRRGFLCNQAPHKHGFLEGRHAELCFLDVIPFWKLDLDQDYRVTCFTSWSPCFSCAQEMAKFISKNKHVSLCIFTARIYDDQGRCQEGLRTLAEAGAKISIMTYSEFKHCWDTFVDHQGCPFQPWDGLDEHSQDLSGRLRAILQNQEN
hIAP inh: human IAP inhibitors, primary screen, biochemical, luminescence, uHTS; purified IAP, CDP-Star luminescence, 30 min; AID 2544, 2010; inhibition, % at 10 µM; 330,000 compounds, 0.12% hits;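 active means inhibition reaching a set limit with compound at 10 µM in the primary screen, cut at about 35% in these data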;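 further: plate controls were DMSO wells with enzyme for no effect and no-enzyme buffer wells for full effect; values of inactives mirror those of a sister screen read the other way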
Target sequence (P09923 whole entry, looked up): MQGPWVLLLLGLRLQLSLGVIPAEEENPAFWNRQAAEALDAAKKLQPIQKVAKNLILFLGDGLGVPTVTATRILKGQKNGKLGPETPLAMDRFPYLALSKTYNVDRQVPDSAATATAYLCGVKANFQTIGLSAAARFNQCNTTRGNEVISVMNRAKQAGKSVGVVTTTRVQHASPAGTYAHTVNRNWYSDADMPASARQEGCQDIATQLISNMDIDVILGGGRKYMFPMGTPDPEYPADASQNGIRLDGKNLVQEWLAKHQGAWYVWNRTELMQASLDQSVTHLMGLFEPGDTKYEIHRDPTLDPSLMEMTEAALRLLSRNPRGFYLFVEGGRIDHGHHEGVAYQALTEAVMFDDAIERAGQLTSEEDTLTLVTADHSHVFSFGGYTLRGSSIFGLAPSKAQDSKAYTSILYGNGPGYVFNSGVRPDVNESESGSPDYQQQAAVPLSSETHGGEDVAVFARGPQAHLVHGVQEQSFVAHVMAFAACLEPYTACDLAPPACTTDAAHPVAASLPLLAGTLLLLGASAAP
TIM10 inh: growth inhibitors of isogenic TIM10 control yeast, primary screen, counter-screen for tim10-1 yeast inhibitor project, luminescence, uHTS; 330,000 compounds, 1.4% hits; S. cerevisiae TIM10 strain growth, BacTiter-Glo luminescence, 24 h; inhibition, % at 10 µM; AID 463195, 2010;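 active means inhibition of 40% or more at the single tested concentration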;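 further: wild-type TIM10 isogenic control strain grown at permissive 25 °C; 0% = DMSO yeast wells and 100% = minimal medium wells without yeast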
tim10-1 inh: growth inhibitors of tim10-1 mutant yeast, primary screen, luminescence, uHTS; S. cerevisiae tim10-1 ts strain growth, BacTiter-Glo, 24 h; inhibition, % at 20 µM; 330,000 compounds, 2.2% hits; AID 463190, 2010;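 active means inhibition of at least 40%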;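 further: mutant grown at 25 °C; 0% = DMSO wells with yeast and 100% = wells holding no yeast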
mIAP activ: activators of mouse IAP, primary screen, biochemical, luminescence, uHTS; muIAP, CDP-Star luminescence, 30 min; hits give high values; 1 = vehicle-only enzyme signal, 0 = enzyme-free wells; activation factor at 10 µM; 330,000 compounds, 0.24% hits; AID 2805, 2010;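 active means activation factor of at least 2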; further: the source names both 10 and 20 µM as test concentration; values of inactives mirror those of a sister screen read the other way
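System: Mouse IAP enzyme | Also added: CDP-Star substrate | Dosing: Compounds dispensed in DMSO | Schedule: 30 min enzyme-substrate-compound incubation at room temperature | Technique: Chemiluminescence readout | Control set: DMSO-only wells and no-enzyme negative control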
mIAP block: inhibitors of mouse IAP, primary screen, biochemical, luminescence, uHTS; 330,000 compounds, 0.2% hits; intestinal alkaline phosphatase [Mus musculus]; inhibition, % at 10 µM; purified mouse IAP, CDP-Star luminescence, 30 min;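 active means inhibition of at least 40% at 10 µM in the primary screen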;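 further: plate controls were DMSO with enzyme for no effect and no enzyme wells for full effect; values of inactives mirror those of a sister screen read the other way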
NALP3 yeast inh: NALP3 inflammasome inhibitors in reconstituted yeast, primary screen, luminescence, uHTS; 330,000 compounds, 0.39% hits; Yeast reconstituted NLRP3/ASC/caspase-1, beta-gal luminescence, 24 h; inhibition, % at 10 µM;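 active means inhibition of 50% or more; inactive means inhibition below 50%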;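 further: plate controls were induced DMSO wells for no effect and uninduced yeast grown without galactose for full effect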
A3A deaminase: APOBEC3A ssDNA deaminase inhibitors, primary screen, selectivity assay for APOBEC3G inhibitor project, biochemical, FAM/TAMRA oligo cleavage fluorescence. AID 493011, 2011. inhibition, % at 20 µM. 330,000 compounds, 0.41% hits. recombinant A3A, FAM/TAMRA ssDNA deamination fluorescence;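 active means at least 40% inhibition at 20 µM here, with at most 30% in a related deaminase screen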;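 further: plate controls were A3A with DMSO for no effect and wells lacking A3A enzyme for full effect; some results filed as inactive read as strong as hits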
Target sequence (P31941 whole entry, looked up): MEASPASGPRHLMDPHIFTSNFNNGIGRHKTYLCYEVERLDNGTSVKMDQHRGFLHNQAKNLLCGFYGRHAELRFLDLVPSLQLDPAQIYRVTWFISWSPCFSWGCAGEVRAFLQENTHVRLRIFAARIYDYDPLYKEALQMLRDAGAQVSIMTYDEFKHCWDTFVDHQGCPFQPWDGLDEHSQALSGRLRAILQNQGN
Numbers without * were called inactive.

#	molecule	beta cell repl	APOBEC3G inh	hIAP inh	TIM10 inh	tim10-1 inh	mIAP activ	mIAP block	NALP3 yeast inh	A3A deaminase
1	Cc1ccc(-c2csc(NC(=O)CCNC(=O)c3ccc(Cl)cc3)n2)cc1	-1	-5	-8	-28	-9	1.1	-9	-12	3
2	COC(=O)C1=C(COc2ccccc2)NC(=O)NC1c1ccc2ccccc2c1 (stereo not given)	-4	-3	-11	10	13	0.96	4	7	0
3	Cc1ccc(-c2noc(CCC(=O)Nc3cccc(C#N)c3)n2)cc1	-1	-5	-15	0	20	1	-2	24	-2
4	CS(=O)(=O)N(Cc1ccccc1Cl)c1ccc(C(=O)N2CCCC2)cc1	-4	-1	-6	2	11	0.88	12	15	-1
5	CN1c2ccccc2Oc2nnc(N3CCN(Cc4ccccc4)CC3)cc21	-3	3	-7	75*	41*	1.1	-9	21	-2
6	OCCN(CCO)c1ccc(C(c2ccccc2Cl)c2ccc(N(CCO)CCO)cc2Cl)c(Cl)c1	0	-10	9	-5	28	1.1	-9	1	3
7	C=CCn1c(O)c(N=Nc2ccccc2C)c2ccccc21	1	30	24	3	-4	0.96	4	-1	-3
8	O=C(CNS(=O)(=O)c1ccc(Cl)cc1)N1CCN(c2ccc(F)cc2)CC1	0	-7	3	11	18	1	-2	10	-1

The closing 2 records of the part above come first, to join the parts.
#	molecule	beta cell repl	APOBEC3G inh	hIAP inh	TIM10 inh	tim10-1 inh	mIAP activ	mIAP block	NALP3 yeast inh	A3A deaminase
7	C=CCn1c(O)c(N=Nc2ccccc2C)c2ccccc21	1	30	24	3	-4	0.96	4	-1	-3
8	O=C(CNS(=O)(=O)c1ccc(Cl)cc1)N1CCN(c2ccc(F)cc2)CC1	0	-7	3	11	18	1	-2	10	-1
9	Cc1ccc(S(=O)(=O)CC(=O)Nc2ccc3nc(C)sc3c2)cc1	-1	1	17	1	23	0.93	7	10	-2
10	Clc1ccc(CSc2nnc(Cn3cnc4ccccc43)o2)cc1	-6	-4	-30	-10	29	0.96	4	5	-2
11	CCCOc1ccc(Cc2c(COCC)[nH]c(=S)[nH]c2=O)cc1	1	-4	5	13	19	0.96	4	17	2
12	CC(C)CC(=O)N1CCN(Cc2cccc(F)c2)CC1	4	-9	-2	1	-8	0.9	10	6	-5
13	Cc1ccc(NC(=O)CSc2nnc(NC(=O)C3CC3)s2)cc1	-4	-2	-7	5	8	0.98	2	0	0
14	Cc1ccc(/C=C2\SC(=S)N(/N=C/c3cc([N+](=O)[O-])ccc3O)C2=O)o1	-1	72	18	21	16	0.18	82*	21	89
15	Cc1cccc(NC(=S)N2CCN(C(=O)C3CCCO3)CC2)c1 (stereo not given)	4	-15	3	-6	2	0.95	5	2	-3
16	COc1ccc(CCn2c(O)cc3nn(-c4nc5ccccc5s4)c(=O)c-3c2C)cc1	0	13	-12	11	8	0.91	9	10	8
17	COc1ccccc1N1CCN(c2ncc(C(=O)N3CCN(c4cccc(Cl)c4)CC3)c3ccccc23)CC1	-5	-8	11	17	22	0.95	5	11	-1
18	COc1ccccc1CC(=O)Nc1sc2c(c1C(N)=O)CCCC2	4	-11	15	12	-20	0.89	11	23	-3
19	CCOC(=O)C1(Cc2ccccc2C)CCCN(C(=O)c2ccccn2)C1 (stereo not given)	-2	-3	6	-3	14	1	-4	17	5
20	COc1cccc(COC(=O)c2cc(=O)[nH]c3ccc(S(=O)(=O)N4CCOCC4)cc23)c1OC	-1	2	-8	15	5	1	-2	8	14
21	Cc1onc(-c2ccccc2)c1C(=O)NCC1COc2ccccc2O1 (stereo not given)	1	2	-31	-13	24	1	-2	22	5
22	CCCOCC1CC(CCc2nc(=S)[nH][nH]2)C(=O)O1 (stereo not given)	-1	39	-12	1	3	0.94	6	8	-2
23	Cc1cc2cc(CNC(=O)C3CCCC3)ccc2n1C	1	3	11	9	0	0.94	6	19	4
24	O=C1Nc2ccccc2N(O)N1c1ccc(S(=O)(=O)Nc2ccccn2)cc1	1	-6	5	0	-6	0.99	1	1	-2
25	COc1cc2c(cc1OC)CN(Cc1ccc(F)cc1)CC2	8	-4	1	2	-6	0.99	1	14	-2
26	O=C(NN=C1CCC(c2ccccc2)CC1)c1ccccc1-n1cccc1 (stereo not given)	0	-10	-5	2	8	0.94	6	-7	-1
27	CC1CCc2c(C(=O)Nc3nccs3)csc2C1 (stereo not given)	-2	1	-5	43*	34	0.98	2	58*	7
28	Cn1cc([N+](=O)[O-])c(C(=O)NCc2cc3cc(Cl)ccc3[nH]2)n1	-2	-8	-3	1	16	1.1	-6	0	-5
29	CCCCNc1nc2ccccc2nc1NS(=O)(=O)c1cccs1	-2	3	-5	21	23	1.1	-5	3	8
30	Cc1ccc(N/N=C/c2ccc(N3CCOCC3)cc2)cc1C	2	-4	20	12	-1	0.91	9	4	-4
31	CCOc1ccccc1/C=C(\C(=O)O)c1ccc(S(=O)(=O)N2CCCCC2)s1	0	1	0	12	-1	0.92	8	15	4
32	Cc1cc(C(=O)NN)c(C)o1	-1	-6	-13	6	4	0.97	2	3	1
33	Cc1cccc(NC(=O)CNC(=O)CN2C(=O)NC3(CCCc4ccccc43)C2=O)c1C (stereo not given)	0	-7	1	-9	3	0.96	4	15	3
34	COc1ccc(OC)c(NC(=O)COC(=O)c2nc(Cl)ccc2Cl)c1	-2	0	-1	27	30	1.1	-13	20	9
35	CCCCCOC(=O)Nc1ccc(S(=O)(=O)Nc2cccc([N+](=O)[O-])c2)cc1	-3	-5	-26	2	0	0.94	6	9	-4
36	O=C(CCCSc1nnc(SCCCC(=O)c2ccc(F)cc2)s1)c1ccc(F)cc1	-2	-6	0	-13	7	0.96	4	16	-3
37	Cc1cc(NC(=O)CCN2CCN(CCO)CC2)ccc1Br	-3	-2	-11	-11	14	0.76	24	4	-2
38	COc1ccc(C(=O)N2CCC(CCC(=O)Nc3cccc(C)c3)CC2)cc1	-1	1	-4	20	23	1	-2	28	1
39	O=C(CCNS(=O)(=O)c1ccccc1)OCc1nc2ccsc2c(=O)[nH]1	0	-5	-6	6	-2	0.9	10	21	-1
40	CCCc1ccc(OCc2nc(-c3ccc(NC(=O)c4ccco4)cc3)no2)cc1	-3	-4	13	10	10	0.99	1	12	-1
41	O=C(COC(=O)C1C2CC3OC(=O)C1C3C2)Nc1ccc(Cl)cc1 (stereo not given)	-1	2	-15	12	1	0.98	2	4	5
42	CC1CCCCC12NC(=O)N(CC(=O)Nc1ccc(N3CCCCC3)cc1)C2=O (stereo not given)	-3	0	-19	-4	13	1.1	-6	10	4
43	CCCn1c(N2CCN(C(=O)Nc3ccc(Cl)cc3)CC2)nc2ccccc21	-1	-4	-24	19	-9	1.5	-48	19	6
44	NNc1nc(-c2ccccc2)nc(-c2ccccc2)c1Br	6	-3	10	42*	46*	0.95	5	15	-2
45	CCC(=O)NNC(=O)c1c(O)c2ccccc2[nH]c1=O	0	-1	-15	-1	-17	0.85	15	12	2
46	O=C1/C(=C/c2ccccc2)SC(=S)N1N1C(=O)C2CC2C1=O (stereo not given)	-4	0	-3	-9	-11	0.89	11	15	0
47	CN1[C@@H]2CC[C@H]1CC(OC(=O)[C@H](CO)c1ccccc1)C2 (stereo not given in full)	3	-6	4	7	2	1	0	-8	-4
48	Cc1cc(C)cc(N(C(=O)CCC(=O)Nc2cc(C)on2)C(C(=O)NC2CCCC2)c2ccco2)c1 (stereo not given)	-2	0	-2	4	7	1	-1	-5	3
49	COc1cc(/C=N/NC(=O)c2cc[n+]([O-])cc2)cc(OC)c1OC	1	-3	20	-7	10	1.1	-8	0	1
50	CSc1ccccc1NC(=O)Cn1nc([N+](=O)[O-])c(Cl)c1C	-1	-1	0	8	-8	0.99	1	10	-1
51	CCN1C(=O)c2n[nH]c(C(=O)OC)c2C1=O	-1	-5	-15	-14	-11	1.1	-8	12	-3
52	O=C(CSc1nc2sc3c(c2c(=O)[nH]1)CCC3)NCCO	4	0	10	-12	5	0.98	2	4	3
53	CCc1ccc(C2C(C#N)=C(N)N(N(C)C)C3=C2C(=O)CCC3)cc1 (stereo not given)	1	-10	1	9	16	0.98	2	12	11
54	COC(=O)c1[nH]c2ccccc2c1CN1CCOCC1	0	0	22	-9	-1	1.1	-8	14	8
55	Cc1c(/C=N\NC(=O)c2c[nH]c3ccccc23)cnn1C	1	-5	-4	17	25	0.99	1	3	0
56	CCN(CC)CCOCCOc1ccc(Cl)c2ccccc12	-2	-8	-2	5	1	0.96	4	32	-6
57	COc1ccc2sc(-c3ccccc3OC)c(-c3ccc(OC)c(F)c3)c2c1	-6	-6	9	13	17	0.93	7	7	-1
58	Cc1ccc(Sc2nc([N+](=O)[O-])nn2C)cc1	-1	-5	3	18	30	1.1	-6	9	0
59	CCOc1cc(/C=C2\C(=O)N(CCC#N)N=C2C)ccc1OCC(N)=O	-2	-2	6	0	-2	0.97	3	14	1
60	O=C(c1cc([N+](=O)[O-])ccc1N1CCOCC1)N1CCN(S(=O)(=O)c2ccc(F)cc2)CC1	11*	-11	6	10	6	0.97	3	6	-3
61	O=C1CCCC(=O)C1=C1SCCS1	0	0	-10	-3	3	0.92	8	4	-1
62	COCCn1c(N)c(N(Cc2ccccc2)C(=O)c2ccc3ccccc3c2)c(=O)[nH]c1=O	-2	-1	-2	9	22	1.1	-11	0	21
63	O=C(OCC(=O)N1CCC(Cc2ccccc2)CC1)c1ccccc1F	-1	-4	3	5	1	1.1	-7	18	-1
64	COc1ccccc1NC(=O)C(C)OC(=O)c1ccc(-n2cnnn2)cc1 (stereo not given)	0	-6	11	-7	-6	0.99	1	4	0

Other records follow.
#	molecule	beta cell repl	APOBEC3G inh	hIAP inh	TIM10 inh	tim10-1 inh	mIAP activ	mIAP block	NALP3 yeast inh	A3A deaminase
65	O=C(Nc1ccc(-c2csc(Nc3ccccc3)n2)cc1)c1ccccc1	-7	0	3	9	-12	1.1	-6	20	0
66	O=C(C[n+]1cc(Br)cc2ccccc21)c1ccc(Cl)cc1	-6	-3	16	36	32	0.92	8	21	0
67	O=C(c1ccccc1F)N1CCN(C(=O)C(c2ccccc2)c2ccccc2)CC1	2	-17	2	4	6	1.1	-12	23	-2
68	COc1ccc(-c2cc(C(=O)N3CCN(c4ccccc4)CC3)no2)cc1OC	-1	2	18	42*	23	1.1	-9	7	2
69	CCOCCN(C(=O)c1ccccc1Cl)c1cccc(C)c1C	-2	4	6	11	34	0.95	5	0	3
70	O=C(Cn1c2ccc(F)cc2c2nc3n(c(=O)c21)CCS3)Nc1ccc(Cl)cc1F	-2	-8	-10	41*	38	1.1	-6	-4	-2
71	CCc1cc2c(=O)c(-c3nc4ccccc4n3C)coc2c(CN2CCCCC2C)c1O (stereo not given)	-1	-5	3	24	14	0.91	9	12	-3
72	CCc1nc2ccccc2n1CCc1ccccc1	0	-8	6	4	18	1	-3	0	-2
73	COc1cc(NC(=O)Cc2ccc([N+](=O)[O-])cc2)c(C(=O)O)cc1OC	-3	-2	-7	2	-2	1	-4	6	1

High-throughput results from PubChem BioAssay.
